Screening data from PubChem BioAssay.
PDI inh: inhibitors of human PDI, primary screen, biochemical, turbidity, single point, plate reader; hit rate 0.052% among 350,000; inhibition, % at 10 µM; AID 588391, 2011; PDI insulin aggregation turbidity, A650, 90 min; Protein disulfide-isomerase (Homo sapiens), P07237;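 active = mean inhibition across replicates of 30% or more, whatever share of single replicates reach that level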;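 also: absorbance from insulin aggregation driven by PDI reduction with DTT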
Exocytosis inh: LAMP-1 surface exposure blockers, TALL-104 cells – cell-based, flow cytometry, MLPCN library, primary screen; TALL-104 LAMP-1 surface exposure; cells stimulated with thapsigargin and PMA; inhibition, % at 10 µM; hit rate 0.66% among 360,000;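 active = inhibition above about 55%, limit read from the data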
MC4R ag barr: MC4R agonists recruiting beta-arrestin, primary screen, cell-based, luminescence, agonist arm of biased-ligand search; hit rate 0.98% among 360,000; activation, % at 8.9 µM; AID 540308, 2011; U2OS MC4R beta-arrestin complementation; percent of melanotan II response, DMSO zero;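 active = activation above a per-plate cutoff, the mean activation of sample wells on that plate plus 3 SD, cut at about 8% in these data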
m5-HT2A agonist: mouse Htr2a agonists via beta-arrestin recruitment, primary screen, cell-based, luminescence; hit rate 0.66% among 360,000; CHO-K1 mHTR2A beta-arrestin complementation; percent of 30 µM serotonin response; AID 624169, 2012; activation, % at 7.6 µM; 5-hydroxytryptamine receptor 2A (Mus musculus), P35363;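 active = activation above a run cutoff, the mean activation of all tested compounds plus 3 SD, cut at about 14% in these data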;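 also: 0% = plate median of compound wells and 100% = 30 µM serotonin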
ABHD5 PLIN5 PPI: ABHD5-PLIN5 interaction inhibitors, primary screen, cell lysate, split luciferase complementation, luminescence; Split G. princeps luciferase complementation, 4 h; inhibition, % at 4 µM; AID 602281, 2012; hit rate 0.78% among 360,000;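 active = inhibition above the mean inhibition across every tested compound plus 3 SD, cut at about 22% in these data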;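 also: 0% = DMSO only wells and the 100% control is not disclosed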
Target sequence (Q00G26 whole entry, looked up): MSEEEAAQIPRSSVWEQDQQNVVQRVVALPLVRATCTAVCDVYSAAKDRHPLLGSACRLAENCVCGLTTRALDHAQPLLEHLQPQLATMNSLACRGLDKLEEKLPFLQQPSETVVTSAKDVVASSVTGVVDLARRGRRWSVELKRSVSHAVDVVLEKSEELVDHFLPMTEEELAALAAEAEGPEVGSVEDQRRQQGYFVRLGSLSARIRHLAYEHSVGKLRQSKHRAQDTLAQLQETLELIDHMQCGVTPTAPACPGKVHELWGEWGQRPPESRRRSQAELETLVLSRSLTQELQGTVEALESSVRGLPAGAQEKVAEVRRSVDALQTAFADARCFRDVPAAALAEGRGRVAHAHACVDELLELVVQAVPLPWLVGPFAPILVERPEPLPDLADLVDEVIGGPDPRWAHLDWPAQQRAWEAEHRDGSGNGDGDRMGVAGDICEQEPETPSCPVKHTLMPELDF
Target sequence (Q8WTS1 whole entry, looked up): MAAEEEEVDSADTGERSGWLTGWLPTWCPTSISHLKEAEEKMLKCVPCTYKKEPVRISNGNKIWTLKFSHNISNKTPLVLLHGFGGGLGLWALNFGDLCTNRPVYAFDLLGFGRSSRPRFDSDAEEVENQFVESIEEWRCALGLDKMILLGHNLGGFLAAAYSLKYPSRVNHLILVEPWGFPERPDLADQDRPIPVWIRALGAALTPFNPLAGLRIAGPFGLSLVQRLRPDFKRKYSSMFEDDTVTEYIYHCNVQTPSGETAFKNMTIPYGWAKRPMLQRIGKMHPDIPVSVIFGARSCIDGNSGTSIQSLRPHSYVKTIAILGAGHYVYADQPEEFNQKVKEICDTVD
MC4R antag cAMP: MC4R antagonists of cAMP signaling, primary screen, cell-based, TR-FRET, antagonist arm of biased-ligand search | Melanocortin receptor 4 (Homo sapiens), P32245 | MC4R-expressing cells, MTII-stimulated cAMP, LANCE TR-FRET | inhibition, % at 6.5 µM | hit rate 0.48% among 360,000;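 active = inhibition above its plate's cutoff, the mean of tested wells on that plate plus 3 SD, cut at about 29% in these data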;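 also: 0% = Melanotan II alone and 100% = Melanotan II plus saturating MCL0020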
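system = U2OS cells with stable human MC4R expression | also added = Melanotan II challenge after compound preincubation | dosing = one concentration, 6.5 µM nominal | incubation = compound 30 min, challenge 1 h, detection 1 h | measured by = TR-FRET with Eu-cAMP and labeled anti-cAMP, 671 nm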
ABCB6 inh 2: ABCB6 transporter inhibitors, primary screen, K562-ABCB6 cells, flow cytometry, MLPCN library | ATP-binding cassette sub-family B member 6 (Homo sapiens), Q9NP58 | K562-ABCB6 porphyrin accumulation, 1 h; stronger effect = lower value | fluorescence ratio to DMSO, % at 10 µM | hit rate 0.19% among 360,000;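 active = fluorescence ratio to DMSO below 75%, the collection mean minus 3 SD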;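 also: signal is porphyrin accumulated inside mitochondria; 100% equals median channel fluorescence of DMSO control wells; lower ratio means ABCB6 inhibition with less porphyrin fluorescence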
Cardio protect: cardioprotection against H2O2-induced cell death, primary screen, uHTS, H9c2 cells, ATPLite luminescence | protection from H2O2 cell death, % at 20 µM | hit rate 0.63% among 360,000 | H9c2 cardiomyocytes, H2O2 injury protection, 2 h | AID 588492, 2011;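 active = compounds giving at least 50% protection of heart cells from peroxide-induced death in the single-dose screen, raw or plate-pattern-corrected value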;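 also: 0% = DMSO wells with peroxide and 100% = DMSO wells without peroxide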
CaV13 FRET inh: Primary screen for inhibitors of IQ motif and Ca2+-dependent inactivation inhibitor domain binding in CACNA1D, Förster resonance energy transfer in living cells, … | hit rate 0.098% among 340,000 | inhibition, % at 12.3 µM | HEK cells, CFP/YFP FRET ICDI-IQ, plate reader, 10 min; percent FRET-ratio fall versus neutral wells;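 active = mean replicate inhibition of at least 30% and at least 1% of replicates passing that level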;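 also: 0% = median of the neutral control wells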
N-glyco inh: increase of ERlucT glycosylation luciferase signal, primary screen, N-linked glycosylation inhibitor project, D54 ERlucT cells, luminescence, set 2; AID 588692, 2011; reporter increase, % at 12.5 µM; hit rate 0.23% among 360,000; D54 ERlucT glycosylation luciferase reporter, 24 h; percent of 100 nM tunicamycin response;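 active = mean luciferase reporter signal, scaled so untreated is 0 and the glycosylation-blocking control 100, at or above a set limit in every replicate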;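 also: luciferase carries N-glycosylation sites so blocking glycosylation raises the light; 0% = median of neutral control wells and 100% = median of 100 nM tunicamycin wells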
* hit, by the source's call; / = no result given.

Every second line gives: PDI inh	Exocytosis inh	MC4R ag barr	m5-HT2A agonist	ABHD5 PLIN5 PPI	MC4R antag cAMP	ABCB6 inh 2	Cardio protect	CaV13 FRET inh	N-glyco inh
CN(C)S(=O)(=O)c1ccc(/C(O)=C2/C(=O)C(=O)N(CCN3CCCCC3)C2c2cccnc2)cc1 (stereo unspecified)
 : -2	-2	-2.3	4	-6	-1	99	-8	3	2
CCn1c(CNc2ccc(C(=O)O)cc2)nc2ccccc21
 : 9	2	-1.7	-2	3	7	102	8	-9	0
CC(=O)c1cccc(NC(=O)c2cc(-c3ccncc3)nc3ccccc23)c1
 : 7	-4	-0.2	10	-2	-2	99	18	-5	9
CCOc1ncccc1C(=O)N1CCN(c2cccc(C)c2C)CC1
 : -11	21	-2.4	-1	2	-24	97	1	12	18
O=C(Nc1nnc(S(=O)(=O)N2CCCC2)s1)c1ccccc1Br
 : -2	1	-0.2	2	-4	20	99	-6	-5	0
CN(C)/C=C1/N=C(c2ccccc2)OC1=O
 : 18	-2	1.7	-2	6	-9	91	-1	0	2
Cc1cc(C)nc(N2CCCC(C(=O)NCCc3ccccc3F)C2)n1 (stereo unspecified)
 : 2	-1	-1.8	10	7	-4	97	2	-7	-2
Cc1cccc(C2c3[nH]c4ccccc4c3CCN2C(=O)c2noc3c2CCCC3)n1 (stereo unspecified)
 : 4	-1	-4.1	-4	-5	2	98	3	2	2
CCc1nnc(NC(=O)CSc2n[nH]c(-c3ccccc3O)n2)s1
 : -3	-2	-4.2	6	-1	6	103	12	-6	1
CSCCC(NC(=O)c1ccco1)C(=O)NCCc1ccc(Cl)cc1 (stereo unspecified)
 : 9	7	-1.0	5	-2	5	101	2	-7	-2
Clc1ccccc1OCCCCN1CCCC1
 : 8	2	-0.1	-7	-9	10	106	0	-8	-3
COc1ccc(OC)c(C(c2nnnn2Cc2ccccc2)N2CCC(C(N)=O)CC2)c1 (stereo unspecified)
 : -3	-1	0.2	-4	0	-3	91	5	-6	0
CC(=O)c1ccc(Oc2nc(-c3cccnc3)nc3ccccc23)cc1
 : 1	2	-0.1	2	6	13	98	46	-1	-3
O=C(CSc1nc2ccccc2c(=O)[nH]1)N1CCCCCC1
 : -5	-2	-0.6	0	1	13	109	51*	-4	-1
CCN(c1ccc(NC(=O)COC(=O)c2cc3ccccc3oc2=O)cc1)C(C)C
 : 11	4	-3.1	0	-8	3	102	-4	-6	-2
C=CCOc1ccc(C(=O)N(Cc2ccc(N(C)C)cc2)C2CCS(=O)(=O)C2)cc1 (stereo unspecified)
 : -6	-2	-0.2	2	-3	8	96	0	/	0
Cc1ccc2cc(CNC(C)(C)C)c(=O)[nH]c2c1
 : 8	-2	-2.4	-3	2	8	111	16	-5	-3
Cc1nc2ccc(N=NC3=C(O)CCCC3=O)cc2s1
 : 5	1	-0.5	0	0	-19	90	-8	-5	5
O=C(CN1CCN(Cc2ccccc2F)C1=O)NC1CCCC1
 : 0	-9	0.4	2	2	29*	90	-3	-4	0
Cc1ccc(C(CNS(=O)(=O)c2cc(F)ccc2F)N2CCN(C)CC2)cc1 (stereo unspecified)
 : -1	-1	-1.1	-12	-12	5	100	-5	-6	-3
CCN1C(=O)[C@H]2[C@@H](c3ccc(-c4cccc(Cl)c4)c(OC)c3)N[C@@](CC(C)C)(C(=O)OC)[C@H]2C1=O
 : -27	-12	3.1	0	-15	5	98	-10	-5	-7
Cc1ccc(S(=O)(=O)N2C[C@H]3[C@H]4C(=O)N(c5ccccc5)C(=O)[C@H]4C[C@H](OC(=O)NCc4ccco4)[C@@]3(O)C2)cc1
 : 10	2	1.4	3	-2	5	96	12	-5	0
C[C@H](CO)N1C[C@H](C)[C@@H](CN(C)S(=O)(=O)c2ccc(F)cc2)Oc2c(NC(=O)c3ccncc3)cccc2C1=O
 : 2	92*	0.3	3	-1	-3	98	5	-5	3
CC(=O)Nc1cccc(-c2cnc3ccccc3n2)c1
 : -18	-2	-1.7	4	6	9	98	9	-5	1
COc1ccccc1C(=O)NCC(=O)OC(C)C(=O)NC(=O)NC1CCCCC1 (stereo unspecified)
 : 14	-2	-0.1	-5	-5	14	92	9	/	4
Cc1cc(F)ccc1-c1cc(C(=O)NCC2CCCCC2)[nH]n1
 : 7	5	3.9	-8	-11	-2	102	-6	-7	0
Cc1cc(O)ccc1NS(=O)(=O)c1ccc2c3c(cccc13)C(=O)N2
 : 1	4	-1.1	5	5	15	99	1	-4	1
CCN1CCCc2cc(CN(CCN3CCOCC3)C(=S)Nc3cccc(C)c3)ccc21
 : 7	-4	-1.9	-3	0	4	95	-2	-5	-10
COc1ccc(C#Cc2cccc(-c3nc(C(=O)NCCCN4CCOCC4)cc4c3[C@H](CCO)N(S(=O)C(C)(C)C)C4)c2)cc1OC (stereo partly specified)
 : /	5	/	1	7	/	103	10	-7	-4
COc1ccc(OCc2nc(N)nc(Nc3ccc(C)cc3)n2)cc1
 : 5	1	-0.9	-8	5	-7	98	-2	-6	5
COc1ccc(C)cc1NC(=O)CCC(=O)Nc1nnc(C2CCCCC2)s1
 : 9	0	-1.5	9	-3	8	99	-6	-7	3
Cn1c(=O)c2nc(SCc3ccccc3)n(C)c2n(C)c1=O
 : -8	-14	-0.5	1	0	6	94	1	-5	0
CCOc1ccc(NC(=O)c2cc([N+](=O)[O-])ccc2N2CCOCC2)cc1
 : 9	-2	0.2	10	2	0	95	-2	-7	4
O=c1[nH]c(CN2CCCC2)nc2sc3c(c12)CCC3
 : -3	-3	-2.1	6	3	0	99	56*	-9	2
CCn1c(COc2ccc3c(c2)OCO3)nnc1SCC(=O)O
 : -2	0	-1.3	4	-1	-1	87	7	-1	1
CCOc1cc(C2CC(=O)NC(SCC)=C2C#N)ccc1O (stereo unspecified)
 : 4	-4	0.8	-1	3	16	100	-12	-5	1
C#CCOCCOCCOCCNc1nc(N2CCN(C(=O)[C@H](CCC(=O)O)n3cc(C(N)CC(C)C)nn3)CC2)nc(N2CCN(C(=O)[C@H](CCC(=O)O)n3cc(C(N)[C@H](C)CC)nn3)CC2)n1 (stereo partly specified)
 : -1	-1	-0.8	5	4	4	99	2	/	-2
O=C(CCCCCN1C(=O)c2cccc3cccc(c23)C1=O)NCCO
 : 1	0	-1.2	-2	-2	-3	96	6	-7	1
CCn1c(NC(=O)C(C)C)c2ccccc2nc1=O
 : -3	-3	0.5	1	0	1	101	8	0	4
Cc1ccc(NC(=O)CSc2n[nH]c(-c3cccnc3)n2)c(Br)c1
 : 17	-3	-1.2	-1	-3	9	90	4	-2	0
Cc1c(CCOC(=O)c2ccc(Cl)cc2Cl)sc[n+]1CC(=O)c1ccccc1
 : -5	-2	0.8	-9	0	-4	102	-6	-8	1
NS(=O)(=O)c1ccc(CCNC(=O)C(c2ccccc2)c2ccccc2)cc1
 : 1	21	1.5	13	-3	7	97	-5	-2	-1
O=C(O)CSc1nnc(-c2ccc(Cl)cc2)n1-c1ccccc1
 : 2	5	0.8	-9	1	15	102	-1	-5	1
O=C(CN1N=C(c2ccccc2)CCC1=O)NCc1cccs1
 : 6	1	-2.6	3	-1	-3	98	-13	-3	2
O=C(NCC1CCCO1)c1ccc2c(c1)S(=O)(=O)c1ccccc1C2=O (stereo unspecified)
 : 0	0	-1.7	10	5	-8	96	10	-13	-2
CCn1c(=O)cc(NC2=NCC(C)CN2c2cccc(Cl)c2)n(C)c1=O (stereo unspecified)
 : 13	1	-1.5	-1	2	10	97	14	-4	8
COc1cccc(CN2CCNC(=O)C2CC(=O)NCCOc2cccnc2)c1OC (stereo unspecified)
 : -2	11	1.6	2	0	11	94	-2	-4	3
COc1cccc(CNC(=O)CCC(=O)n2ncc3cc(C)ccc32)c1OC
 : /	-1	0.1	-4	-10	13	100	13	-9	1
O=C(CSc1nnc(-c2ccco2)n1Cc1ccccc1)OC1CCCCC1
 : 4	3	-0.9	-1	3	7	95	-6	-8	-1
O=C(CCN1C(=O)c2ccccc2C1=O)Oc1ccc2ccccc2c1
 : 4	-1	0.4	1	-2	0	98	-5	-5	0
COC(=O)c1ccc2nc(C(F)(F)F)[nH]c2c1
 : 8	-3	-1.0	5	1	-3	106	-11	-3	1
CCOC(=O)c1cnc2c(C)cccc2c1NCCCN1CCOCC1
 : -4	10	0.9	0	-2	8	98	4	-1	16
Cc1cc(NC(=O)C2CC(=O)N(c3ccc(Cl)cc3)C2)no1 (stereo unspecified)
 : -7	-4	1.0	-2	-5	2	102	-4	-5	1
CC1CCCCC1NC(=S)NC(=O)c1sc2ccccc2c1Cl (stereo unspecified)
 : -5	-2	-1.6	0	-3	0	94	-8	-2	1
CCOP(=O)(OCC)C(Nc1ccccc1)c1ccco1 (stereo unspecified)
 : 1	2	-1.5	2	0	2	92	-2	-6	1
COc1ccccc1CNC(=O)c1cccc2c1C(=O)N(Cc1cccnc1)C2
 : -14	1	1.5	4	-6	6	97	17	-3	-4
O=C(CSc1nc2ccsc2c(=O)n1NC(=O)c1ccccc1)NCc1ccco1
 : -8	1	0.2	2	6	-2	97	0	-9	1
O=C(Nc1ccc(-n2ccc(C(F)(F)F)n2)cc1)Nc1cccc(Cl)c1
 : -2	28	5.9	-5	-9	0	99	-14	1	-5
O=C(O)C1=C[C@@H](c2ccccc2)C[C@@H](OCCCCO)O1
 : -3	1	0.4	0	-2	-3	100	3	-5	3
CN(C)S(=O)(=O)c1ccc(C(=O)OCCN=C2NS(=O)(=O)c3ccccc32)cc1
 : /	21	-0.4	-1	4	-18	98	6	-3	1
CCN1C(=O)c2ccccc2S(=O)(=O)c2ccc(C(=O)NCCCN(CC(C)C)CC(C)C)cc21
 : -3	27	-1.5	-7	-7	6	66*	-1	-4	3
Cc1c(NC(=S)N/N=C/c2cccc(O)c2)c(=O)n(-c2ccccc2)n1C
 : -1	0	-1.1	5	-2	-3	101	-3	-12	-1
Cc1ccccc1NC(=O)CN1C(=O)N/C(=C\c2cccn2-c2cccc(C(=O)O)c2)C1=O
 : -2	0	-1.8	-1	12	-6	98	-8	-4	1
